Source: PubChem (Broad Institute)
PRC2 inh – inhibitors of human EZH2/PRC2 methyltransferase; inhibition, % at 12.5 µM; PRC2 H3K27 methylation, DELFIA TRF, 1 h; AID 651548; actives 0.35% (n = 57,000);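 active = mean inhibition of replicates at least 50% and every single replicate also reaching 50%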;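 also: dimethyl H3K27 on biotinylated H3 21-44 peptide detected by antibody; plate controls were median neutral control wells for no effect and median positive control wells for full effect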
IDH1 mut inh – blocks human IDH1 R132H reductase activity; O75874; diaphorase/resazurin fluorescence, 60 min; inhibition, % at 10 µM; actives 0.18% (n = 70,000); in the data active = inhibition above about 34%;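 also: 0% = DMSO and 100% = no enzyme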
Target sequence (O75874 whole entry R132H): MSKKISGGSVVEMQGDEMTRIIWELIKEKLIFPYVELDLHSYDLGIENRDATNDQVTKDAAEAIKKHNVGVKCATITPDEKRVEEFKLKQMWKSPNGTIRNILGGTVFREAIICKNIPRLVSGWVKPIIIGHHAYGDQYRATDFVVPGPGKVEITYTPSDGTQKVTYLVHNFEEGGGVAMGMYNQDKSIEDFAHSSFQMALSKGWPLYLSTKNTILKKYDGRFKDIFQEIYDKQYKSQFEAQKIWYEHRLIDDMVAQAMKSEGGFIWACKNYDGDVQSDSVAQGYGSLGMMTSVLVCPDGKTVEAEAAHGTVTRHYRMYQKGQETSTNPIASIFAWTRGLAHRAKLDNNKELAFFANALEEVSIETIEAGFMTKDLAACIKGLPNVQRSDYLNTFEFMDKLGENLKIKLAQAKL
* hit, by the source's call; / = no result given. Some of the compounds tested (hit frequency here may not be typical).

smiles	PRC2 inh	IDH1 mut inh
C[C@@H]1CN([C@H](C)CO)C(=O)c2cccc(NC(=O)Nc3ccc(C(F)(F)F)cc3)c2O[C@@H]1CN(C)C(=O)NC1CCCCC1	-35.4	0.2
CC(=O)N(C)C[C@H]1Oc2cc(C#Cc3ccccc3)ccc2S(=O)(=O)N([C@@H](C)CO)C[C@H]1C	-16.4	-0.4
CNC[C@H]1OCc2cn(nn2)CCCC(=O)N([C@@H](C)CO)C[C@H]1C	0.4	4.5
CO[C@@H]1CN(C)C(=O)c2cc(NS(=O)(=O)CC(F)(F)F)ccc2OC[C@H](C)N(CCC(F)(F)F)C[C@@H]1C	-3.4	-0.1
C[C@@H](NC(=O)C[C@H]1C[C@@H]2c3cc(NC(=O)c4cccnc4)ccc3O[C@@H]2[C@@H](CO)O1)c1ccccc1	-3.2	0.1
C[C@@H]1CN([C@@H](C)CO)C(=O)Cc2cc(NC(=O)Cc3ccccc3)ccc2O[C@H]1CN(C)Cc1ccc(Cl)c(Cl)c1	/	0.3
C[C@@H]1CN([C@H](C)CO)C(=O)c2cc(NS(=O)(=O)c3cn(C)cn3)ccc2O[C@@H](C)CCCCO[C@H]1CN(C)C(=O)Nc1ccc2c(c1)OCO2	/	11.3
C[C@@H]1CN([C@H](C)CO)S(=O)(=O)c2ccc(C3=CCCCC3)cc2O[C@H]1CN(C)C(=O)C1CCC1	-0.5	/
C[C@H](CO)N1C[C@H](C)[C@H](CN(C)C(=O)Nc2ccc3c(c2)OCO3)Oc2ccc(NC(=O)Cc3ccccc3)cc2C1=O	14.8	/
C[C@@H]1CN([C@@H](C)CO)C(=O)c2cc(N(C)C)ccc2O[C@@H](C)CCCCO[C@@H]1CN(C)C(=O)Nc1ccc(F)cc1	5.1	/
COc1ccc(C)cc1S(=O)(=O)N(C)CC(=O)Nc1cccc([N+](=O)[O-])c1	1.4	0.0
CC(C)NC(=O)N(C)C[C@@H]1Oc2ccc(NC(=O)Cn3cnnn3)cc2CC(=O)N([C@@H](C)CO)C[C@@H]1C	/	1.1
COCC#Cc1ccc2c(c1)O[C@@H](CN(C)S(C)(=O)=O)[C@H](C)CN([C@H](C)CO)S2(=O)=O	10.4	0.2
COc1cccc(-c2ccc3c(c2)O[C@@H](CN(C)C(C)=O)[C@H](C)CN([C@@H](C)CO)S3(=O)=O)c1	-8.1	-12.0
COc1ccc(NC(=O)Nc2cccc3c2O[C@H](CN(C)CC2CCCCC2)[C@@H](C)CN([C@@H](C)CO)C3=O)cc1	/	3.9
O=C(Nc1ccc(S(=O)(=O)Nc2ccccn2)cc1)c1cc2ccccc2oc1=O	-1.3	0.0
COc1ccc(-c2cnc3c(-c4ccsc4)cnn3c2)cc1	-2.4	-0.6
C=C(C)C(=O)Nc1ccc(Oc2ccccc2F)nc1	7.9	-0.9
COc1ccc(S(=O)(=O)Nc2ccc3c(c2)C(=O)N([C@@H](C)CO)C[C@H](C)[C@H](CN(C)C(=O)NC2CCCCC2)O3)cc1	/	-1.9
C[C@H]1CN([C@@H](C)CO)C(=O)c2cccc(NC(=O)CCCCCC(=O)Nc3ccccc3N)c2O[C@H]1CN(C)Cc1ccc(C(F)(F)F)cc1	-4.1	0.0
CC(=O)c1cccc(NC(=O)CN(C)S(=O)(=O)c2ccccc2)c1	5.7	-0.4
CNC[C@H]1Oc2ccc(NS(C)(=O)=O)cc2C(=O)N([C@@H](C)CO)C[C@@H]1C	14.5	0.1
O=C(N[C@@H]1CC[C@@H](CC(=O)N2CCN(c3ccccc3)CC2)O[C@H]1CO)c1ccccc1	1.0	-0.3
CCCNC(=O)Nc1ccc2c(c1)OC[C@H](C)N(CC1CCCC1)C[C@@H](C)[C@H](OC)CN(C)C2=O	-9.1	0.4
Cc1cc(NC(=O)CSc2nnc(-c3ccccc3)n2-c2ccc(F)cc2)ccc1Br	5.7	0.5
C[C@H]1CN([C@@H](C)CO)C(=O)c2cc(NC(=O)Nc3ccc(C(F)(F)F)cc3)ccc2O[C@@H]1CN(C)Cc1ccc(C(=O)Nc2ccccc2N)cc1	-46.1	0.0
CCC(=O)Nc1ccc2c(c1)C(=O)N(C)C[C@H](OC)[C@H](C)CN(C(=O)C1CC1)[C@H](C)CO2	2.5	0.4
CC(C)C#Cc1ccc2c(c1)O[C@H](CN(C)Cc1cncnc1)[C@@H](C)CN([C@@H](C)CO)S2(=O)=O	14.5	/
C[C@H]1CN([C@@H](C)CO)S(=O)(=O)c2ccc(/C=C/c3ccccc3)cc2O[C@@H]1CN(C)C(=O)NC1CCCCC1	-18.6	0.3
COCC(=O)N(C)C[C@@H]1Oc2cc(C#CC(C)(C)O)ccc2S(=O)(=O)N([C@H](C)CO)C[C@H]1C	4.5	0.1
CS(=O)(=O)N(CC(=O)Nc1ccccc1)Cc1ccc(Cl)cc1	-2.6	0.1
CC(O)CNS(=O)(=O)c1cccc([N+](=O)[O-])c1 (stereo unspecified)	6.4	0.6
Cc1cc(N(CC(=O)NC2CCCCCC2)S(C)(=O)=O)ccc1Br	6.4	0.3
COc1ccc(-c2cc(C(F)(F)F)nc(SCC(=O)N(C)c3ccccc3)n2)cc1OC	14.3	0.4
C[C@@H]1CN([C@@H](C)CO)C(=O)c2cc(NC(=O)CCC(F)(F)F)ccc2O[C@@H](C)CCCCO[C@H]1CN(C)Cc1ccncc1	16.0	/
C[C@@H]1CN([C@H](C)CO)C(=O)c2cccc(NC(=O)C3CCOCC3)c2O[C@@H]1CN(C)Cc1ccc(C(=O)Nc2ccccc2N)cc1	4.4	/
CCCC[C@]12CCCC(=O)N1CCc1c2[nH]c2ccccc12	-10.0	/
O=C(NCC[C@H]1CC[C@@H](NC(=O)C2CCCCC2)[C@@H](CO)O1)c1cc(Cl)cc(Cl)c1	2.7	-0.2
CNC[C@@H]1Oc2c(NC(=O)Nc3ccccc3)cccc2C(=O)N([C@@H](C)CO)C[C@H]1C	/	1.0
C[C@H](CO)N1C[C@H](C)[C@@H](CN(C)C(=O)Nc2ccc(C(F)(F)F)cc2)Oc2ccc(NC(=O)CCN3CCOCC3)cc2CC1=O	/	0.1
C[C@H]1CN([C@@H](C)CO)C(=O)Cc2cc(NC(=O)NC3CCCCC3)ccc2O[C@H]1CN(C)Cc1ccc(C(=O)Nc2ccccc2N)cc1	-23.7	4.9
Cc1cc(Cl)ccc1OCC(O)CN1CCC(CN2C(=O)c3cccc4cccc(c34)C2=O)CC1 (stereo unspecified)	-12.0	-0.5
C[C@H]1CN([C@@H](C)CO)C(=O)c2cc(NS(=O)(=O)c3ccc(Cl)cc3)ccc2O[C@@H]1CN(C)C(=O)NC1CCCCC1	-8.6	-2.2
C[C@H]1CN([C@@H](C)CO)S(=O)(=O)c2ccc(C#CC(C)(C)O)cc2O[C@@H]1CN(C)C(=O)C1CCC1	-10.9	/
C[C@H]1CN([C@@H](C)CO)C(=O)c2cccc(NC(=O)Nc3ccccc3)c2O[C@H]1CN(C)Cc1ccncc1	-1.4	4.6
COc1ccc(NC(=O)Nc2ccc3c(c2)[C@@H]2C[C@@H](CC(=O)N4CCc5ccccc5C4)O[C@@H](CO)[C@@H]2O3)cc1	-0.3	-2.4
CC(C)NC(=O)N(C)C[C@@H]1Oc2cc(Br)ccc2S(=O)(=O)N([C@H](C)CO)C[C@H]1C	-17.4	-2.0
O=C(COc1ccccc1Cl)Nc1ccccc1[N+](=O)[O-]	23.1	0.2
COc1ccc(S(=O)(=O)N[C@@H]2CC[C@@H](CCn3cc(-c4ccccc4F)nn3)O[C@@H]2CO)cc1	0.1	-0.1
O=C(NCCCn1ccnc1)c1cnn2c(C(F)(F)F)cc(-c3ccccc3)nc12	8.3	42.5*
C[C@H]1CN([C@@H](C)CO)C(=O)c2cc(C#Cc3ccc(F)cc3)cnc2O[C@H]1CN(C)Cc1ccccn1	/	-0.2
C[C@@H]1CN([C@H](C)CO)C(=O)Cc2cc(NC(=O)Nc3cccc4ccccc34)ccc2O[C@H]1CN(C)S(=O)(=O)c1ccc(Cl)cc1	/	0.6
CCC(=O)N(C)C[C@H]1Oc2cc(-c3ccncc3)ccc2S(=O)(=O)N([C@H](C)CO)C[C@H]1C	/	3.8
CO[C@@H]1CN(C)C(=O)c2ccc(NC(=O)c3ccc(Oc4ccccc4)cc3)cc2OC[C@H](C)NC[C@@H]1C	-14.3	0.0
C[C@@H]1CN([C@@H](C)CO)C(=O)c2cc(-c3cncnc3)cnc2O[C@H]1CN(C)Cc1ccc(F)cc1	-4.1	-4.8
C/C=C/[C@H](CC(=O)N1Cc2ccccc2C[C@H]1CO)[Si](C)(C)c1ccc(OC)cc1	56.7*	-0.6

More results.
smiles	PRC2 inh	IDH1 mut inh
COc1ccc(NC(=O)N(C)C[C@H]2Oc3ccc(NC(=O)CCC(F)(F)F)cc3C(=O)N([C@H](C)CO)C[C@H]2C)cc1	-17.5	-0.9
Cc1ccc(S(=O)(=O)N(C)C[C@@H]2Oc3ccc(NC(=O)CCC(F)(F)F)cc3CC(=O)N([C@H](C)CO)C[C@@H]2C)cc1	-12.2	-3.4
CC(C)NCC(O)c1ccc2ccccc2c1 (stereo unspecified)	/	0.8
N#C[C@H]1[C@@H](c2ccc(C3=CCCC3)cc2)[C@@H](CO)N1C(=O)C1CCCC1	/	1.0
COc1ccc(NC(=O)Nc2ccc3c(c2)[C@@H]2C[C@@H](CC(=O)N4CCOCC4)O[C@H](CO)[C@@H]2O3)cc1	-21.4	-0.6
CCn1c(SCC(=O)Nc2ccccc2OC)nnc1-c1c[nH]c2ccccc12	-5.1	-0.5
COc1cccc(CNC(=O)C[C@@H]2C=C[C@@H](NC(=O)C3CCOCC3)[C@H](CO)O2)c1	4.8	0.2
COc1ccc(S(=O)(=O)N(C)C[C@@H]2Oc3cc(C4=CCCC4)ccc3S(=O)(=O)N([C@H](C)CO)C[C@H]2C)cc1	-2.9	2.8
COc1ccc(C(=O)Nc2ccc3c(c2)C(=O)N(C)C[C@@H](OC)[C@H](C)CN[C@H](C)CO3)cc1	3.6	-0.8
C[C@@H]1CN([C@H](C)CO)C(=O)Cc2cc(NS(=O)(=O)c3ccc(Cl)cc3)ccc2O[C@H]1CN(C)C(=O)Nc1ccccc1	16.7	2.5
Cc1cccc(NC(=O)c2ccc(OCC(=O)Nc3ccccc3)cc2)c1C	6.8	0.2
COc1ccc(S(=O)(=O)N(C)C[C@H]2Oc3c(NC(=O)C4CCCCC4)cccc3C(=O)N([C@@H](C)CO)C[C@@H]2C)cc1	-3.5	/
Cc1ccc(-c2nnc3c4ccccc4c(C)nn23)cc1S(=O)(=O)N(C)CCO	-7.0	-0.1
COCC(=O)Nc1ccc2c(c1)[C@@H]1C[C@@H](CC(=O)NCc3ccc(-c4ccccc4)cc3)O[C@@H](CO)[C@@H]1O2	-19.8	-1.2
Cc1nnc(SCC(=O)c2ccc3c(c2)OCCO3)s1	1.5	0.4
C[C@@H]1CN([C@H](C)CO)S(=O)(=O)c2ccc(C#Cc3cccnc3)cc2O[C@@H]1CN(C)C(=O)C1CC1	6.5	-0.1
CC(C)(C)c1ccc(S(=O)(=O)NCC(=O)Nc2ccc3c(c2)OCCO3)cc1	14.3	0.3
C[C@H](CO)N1C[C@H](C)[C@H](CN(C)S(=O)(=O)c2cn(C)cn2)Oc2c(NC(=O)c3cnccn3)cccc2C1=O	/	-0.6
COc1ccc(C(C)=O)cc1CSc1nnc(-c2ccccc2O)n1-c1ccccc1	-3.5	-0.2
C=C1C(=O)OC2C3=C(C)C(=O)CC3C(C)CC(O)C12 (stereo unspecified)	17.8	0.0
CN(CC(=O)Nc1ccccc1-c1ccccc1)S(=O)(=O)c1cc(Cl)ccc1Cl	24.1	0.4
COc1ccc(CN2C[C@H](C)[C@@H](OC)CN(C)C(=O)c3cc(NC(=O)C4CC4)ccc3OC[C@@H]2C)cc1	-0.8	0.0
CNC[C@H]1OCCCC[C@H](C)Oc2ccc(NS(=O)(=O)c3cccs3)cc2C(=O)N([C@H](C)CO)C[C@@H]1C	/	0.7
C[C@H](CO)N1C[C@H](C)[C@H](CN(C)C(=O)Nc2ccccc2)Oc2ccc(NC(=O)Nc3ccc4c(c3)OCO4)cc2CC1=O	/	-2.7
Cc1noc(C)c1NC(=O)N(C)C[C@@H]1Oc2c(NC(=O)c3nc4ccccc4s3)cccc2C(=O)N([C@H](C)CO)C[C@@H]1C	/	0.0
CCn1cc(C(=O)O)c(=O)c2cnc(N3CCCC3)nc21	16.7	0.0
C[C@@H]1CN([C@@H](C)CO)C(=O)c2cc(NC(=O)C3CCCCC3)ccc2O[C@@H]1CN(C)Cc1ccc(C(=O)O)cc1	/	-0.1

Ordered by count of non-hydrogen atoms (rising): part of the list above
smiles	PRC2 inh	IDH1 mut inh
COc1ccc(C(=O)Nc2ccc3c(c2)C(=O)N(C)C[C@@H](OC)[C@H](C)CN[C@H](C)CO3)cc1	3.6	-0.8
C[C@@H](NC(=O)C[C@H]1C[C@@H]2c3cc(NC(=O)c4cccnc4)ccc3O[C@@H]2[C@@H](CO)O1)c1ccccc1	-3.2	0.1
C[C@H]1CN([C@@H](C)CO)S(=O)(=O)c2ccc(/C=C/c3ccccc3)cc2O[C@@H]1CN(C)C(=O)NC1CCCCC1	-18.6	0.3
C[C@@H]1CN([C@@H](C)CO)C(=O)Cc2cc(NC(=O)Cc3ccccc3)ccc2O[C@H]1CN(C)Cc1ccc(Cl)c(Cl)c1	/	0.3
C[C@@H]1CN([C@@H](C)CO)C(=O)c2cc(NC(=O)CCC(F)(F)F)ccc2O[C@@H](C)CCCCO[C@H]1CN(C)Cc1ccncc1	16.0	/
C[C@@H]1CN([C@H](C)CO)C(=O)c2cc(NS(=O)(=O)c3cn(C)cn3)ccc2O[C@@H](C)CCCCO[C@H]1CN(C)C(=O)Nc1ccc2c(c1)OCO2	/	11.3
